Compound activity as filed in PubChem.
LDHA block – blocks human lactate dehydrogenase A; P00338; purified LDHA, NADH/diaphorase-resazurin fluorescence; hits give low values; activity change, % (values are at about 110 or 230 µM); 0.15% of 480,000 active; AID 1347041; in the data active = activity change below about -30%; inconclusive = mostly about -25% to -30%;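 also: plate controls were DMSO wells for no effect and wells without enzyme for full effect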
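Human LDH5 at 2 nM final in Tris HCl pH 7.4 with 0.06 mM NADH and 0.2 mM pyruvate, reacted 5 minutes at room temperature. Remaining NADH coupled via diaphorase/resazurin; resorufin fluorescence read at 0 and 20 minutes, normalized to enzyme-free and DMSO wells.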
* marks the source's active call; other numbers are inactive results; u = inconclusive.

SMILES	LDHA block
CCOc1ccc(N2C(=O)c3c(C(=O)OC)ncn3CC2(C)C(=O)NC2CCCCCC2)cc1 (configuration not stated)	4.5
Cc1cc2oc(=O)cc(CN3CCC(C(=O)N(C)C)CC3)c2cc1C(C)C	3.5
CCN(CC(O)COc1ccc(C(C)(C)c2ccccc2)cc1)C12CC3CC(CC(C3)C1)C2 (configuration not stated)	8.7
Cc1cc(C)c(C(=O)COC(=O)c2n[nH]c(=O)c3ccccc23)c(C)c1	12.2
N#Cc1ccccc1Sc1ccccc1C(=O)NC1CCCc2ccccc21 (configuration not stated)	-3.0
CC(C)(C)C(=O)N1CCC(C(=O)N2CCC(c3nc4ccccc4o3)CC2)CC1	0.8
COCCCNC(=O)c1c(C)c(-c2ccc(C)cc2)nc2ccccc12	2.0
O=C(O)C1(c2ccccc2)CC1c1ccccc1 (configuration not stated)	4.5
Cn1cc(C2c3ccccc3C(=O)N2CC(N)=O)c2ccccc21 (configuration not stated)	-12.4
C=CCNC(=S)Nc1ccc(SC(F)F)cc1	-6.5
C=CCN(Cc1ccccc1F)C(=O)c1nn(CC)c(=O)c2ccccc12	-4.9
CC(Cc1ccco1)NC(=O)CCc1nc(C(C)(C)C)no1 (configuration not stated)	-6.6
CCCCCCCNCc1sccc1C	4.7
O=C(CN1CCCC1c1ccc2c(c1)OCCCO2)Nc1c(F)cccc1F (configuration not stated)	3.3
CCOC(=O)CC(NC(=O)c1cc2ccccc2oc1=O)c1ccccc1Cl (configuration not stated)	-0.3
COc1ccc(C(C)=O)c(OCc2ccc(C#N)cc2)c1	5.0
CCOC(=O)c1cc2cc(NC(=O)c3ccc4c(c3)NC(=O)CS4)ccc2s1	14.9
OCCNc1ncnc2c1cnn2-c1ccccc1Cl	-8.4
O=C(O)CCC(CNS(=O)(=O)c1ccc(Cl)cc1)C(F)(F)F (configuration not stated)	1.3
CC(C)NC(=O)c1nc(Cc2c[nH]c3ccccc23)no1	-1.2
Cc1oc(-c2ccc(C(=O)NCc3cccnc3)cc2)nc1CS(=O)c1ccccc1 (configuration not stated)	0.8
O=C(COc1ccc([N+](=O)[O-])cc1Cl)Nc1ccc2c(c1)CCC2	-0.2
CC(C)C(NC(=O)Cc1ccc2ccccc2c1)C(=O)O (configuration not stated)	-19.4
Cc1ccc(S(=O)(=O)/C(C#N)=C/c2c(C)[nH]c3ccccc23)cc1	-1.8
Cc1ccc2nc(-c3cccc(NC(=O)c4ccc(C#N)cc4F)c3)oc2c1	18.7

Filtered by structure: the entries above containing a COOH group (three)
SMILES	LDHA block
O=C(O)C1(c2ccccc2)CC1c1ccccc1 (configuration not stated)	4.5
O=C(O)CCC(CNS(=O)(=O)c1ccc(Cl)cc1)C(F)(F)F (configuration not stated)	1.3
CC(C)C(NC(=O)Cc1ccc2ccccc2c1)C(=O)O (configuration not stated)	-19.4

Next part.
SMILES	LDHA block
CCC(Sc1nc2nccnc2c(=O)n1Cc1ccc(OC)cc1)C(=O)Nc1ccc(OC)cc1 (configuration not stated)	6.9
Fc1ccc(OCc2nnc3sc(COc4ccccc4)nn23)cc1	12.8
CC1=C(C(=O)Nc2ccccc2)C(c2ccccc2)NC(=S)N1 (configuration not stated)	7.2
CCCCN(CC)C(=O)CSc1n[nH]c(=O)c2cc(-c3ccc(OC)c(OC)c3)nn12	3.8
Cc1c(Cl)cccc1NC(=O)CC(O)(c1nccn1C)C(F)(F)F (configuration not stated)	-8.7
Cc1ccc(NC(=O)CN2C(=O)C(C)(C)c3cc(S(=O)(=O)N4CCCC4)ccc32)cc1	1.6
N#CCc1ccc(NC(=O)CCC(=O)c2ccc3c(c2)CCC3)cc1	-2.4
Fc1cccc(Cl)c1CSc1nnc([C@@H]2CCCN2)o1	3.6
COc1ccc(S(=O)(=O)NC(c2ccc(F)cc2)c2cccs2)cc1NC(C)=O (configuration not stated)	-5.5
CC(C)c1ccc2[nH]c(C(C)(C)C)c(C=O)c2c1	4.9
CCC(c1nnnn1-c1ccc2c(c1)OCCO2)N1CCN(c2ccc(C(F)(F)F)cc2[N+](=O)[O-])CC1 (configuration not stated)	-4.8
Cc1ccc(C(=O)OC(C)C(=O)NC(=O)NC2CCCCC2)cc1O (configuration not stated)	13.3
CCCOC(=O)c1nc2ccccc2nc1N1CCN(Cc2ccccc2)CC1	4.5
Cc1ccc(C)c(N2CCN(C(=O)c3ccccc3NC(=O)Cn3c(C)cc(C)c(C#N)c3=O)CC2)c1	-7.1
CC(=O)c1c(C)[nH]c(C(=O)CSc2ccc(Br)cc2)c1C	5.6
Cc1cc(C)c(NC(=O)CSc2nnc(-c3ccc(F)cc3)n2N)c(C)c1	-2.3
CCNC(=O)CNC(=O)Cn1c(C)cc2ccccc21	1.2
O=C(NC1CCCC1)C1C(c2ccc(C(F)(F)F)cc2)=Nc2ccccc2N1C(=O)c1ccccc1 (configuration not stated)	9.8
COc1ccc(-c2csc3ncn(-c4ccc(Cl)cc4)c(=O)c23)cc1OC	-16.8
CC(=O)Nc1cccc(C(=O)OCC(=O)NCc2cccs2)c1	-1.4
Cn1c(-c2ccccc2)c(C(=O)COC(=O)COc2cccc3c2OC(C)(C)C3)c2ccccc21	6.0
Brc1ccc(-c2noc(-c3ccc(Br)o3)n2)o1	-9.2
Cc1ccc(C2C(C#N)=C(SCC(=O)Nc3cccc(Cl)c3)NC3=C2C(=O)CCC3)o1 (configuration not stated)	10.5
CCOC(=O)[C@]12CCCC=C1N(Cc1ccco1)C(=O)[C@H](CC(=O)NCCCOC)C2	-3.5
CC(OC(=O)c1ccc(O)cc1)C(=O)Nc1ccc2c(c1)OCO2 (configuration not stated)	-0.4

Of the compounds above, 2 have bromine:
SMILES	LDHA block
CC(=O)c1c(C)[nH]c(C(=O)CSc2ccc(Br)cc2)c1C	5.6
Brc1ccc(-c2noc(-c3ccc(Br)o3)n2)o1	-9.2

In the list so far, four contain a furan ring, fused or not.
SMILES	LDHA block
CC(Cc1ccco1)NC(=O)CCc1nc(C(C)(C)C)no1 (configuration not stated)	-6.6
Brc1ccc(-c2noc(-c3ccc(Br)o3)n2)o1	-9.2
Cc1ccc(C2C(C#N)=C(SCC(=O)Nc3cccc(Cl)c3)NC3=C2C(=O)CCC3)o1 (configuration not stated)	10.5
CCOC(=O)[C@]12CCCC=C1N(Cc1ccco1)C(=O)[C@H](CC(=O)NCCCOC)C2	-3.5

Structures shown so far with a nitro group on carbon, in the order listed:
SMILES	LDHA block
O=C(COc1ccc([N+](=O)[O-])cc1Cl)Nc1ccc2c(c1)CCC2	-0.2
CCC(c1nnnn1-c1ccc2c(c1)OCCO2)N1CCN(c2ccc(C(F)(F)F)cc2[N+](=O)[O-])CC1 (configuration not stated)	-4.8

The results go on:
SMILES	LDHA block
C=CCNC(=O)c1nc(-c2ccc3[nH]ccc3c2)no1	0.9
CC1CCN(S(=O)(=O)c2cc3cc(Cl)ccc3oc2=O)CC1	-10.8
Cc1ccc(-c2nc(-c3ccccc3Br)no2)cc1	3.2
O=C(/C=C/c1cccc(Br)c1)c1ccc[nH]1	13.0
Cc1ccc(Cl)cc1NC(=O)CCNC(=O)CCC(=O)c1cccs1	11.0
COc1cc(OC)cc(C(=O)Oc2ccccc2Cl)c1	-0.5
CCc1ccc(C(=O)N2CCN(c3nc4ccccc4o3)CC2)cc1	-1.3
COC(=O)c1cccc(COc2cc(C(C)=O)ccc2NC(C)=O)c1	18.2
Cc1cc(=O)oc2cc(OS(=O)(=O)c3cccc(OC(F)(F)F)c3)ccc12	-0.2
CC(NC(=O)c1cncc(Br)c1)C12CC3CC(CC(C3)C1)C2 (configuration not stated)	0.1
COc1ccc(/C(C)=C(/C#N)c2nc3ccccc3[nH]2)cc1OC	4.5
CC(Sc1ccccc1)C(=O)NC1CCCCC1 (configuration not stated)	-9.7
Cc1cc(C)n(-c2nc3ccccc3nc2N2CCN(C(=O)c3ccccc3F)CC2)n1	3.8
O=C(O)C1(c2ccccc2)CCOCC1	7.5
O=C(OCc1ccccc1F)c1cccc(S(=O)(=O)N2CCCCC2)c1	2.3
O=C(Nc1cccc(-c2nc(-c3ccccc3)no2)c1)C1CC(=O)N(c2cccc(C(F)(F)F)c2)C1 (configuration not stated)	10.5
CC(=O)Nc1ccc(S(=O)(=O)N2CCC(NC(=O)CCC3CCCCC3)CC2)cc1	-12.2
CCONC(=O)COC(c1ccccc1)c1ccccc1	1.0
CCOc1ccc(/C=N/O)c(OC)c1	4.0
Cc1ccccc1N=C/C(=C/Nc1ccccc1C)[N+](=O)[O-]	6.6
Cc1ccc(NC(=O)c2csc3c2CCCCC3)cc1C	15.9
COC(=O)c1ccc(Oc2c(C)oc3cc(OCc4ccccc4F)ccc3c2=O)cc1	-4.3
COCCN1CCN(S(=O)(=O)c2cccc3cc(C)cnc23)CC1	1.7
CN(CC(=O)Nc1ccc2c(c1)OC1(CCCCC1)O2)Cc1ccsc1	-17.2
Cc1cccc(C)c1-n1nnnc1-c1nc2cc(Br)ccc2[nH]c1=O	-2.5

New compounds follow
SMILES	LDHA block
CC(C)(C)NC(=O)C1C(c2ccc(C(F)(F)F)cc2)=Nc2ccccc2N1C(=O)c1cccc2ccccc12 (configuration not stated)	0.6
O=C(CCc1ccc(F)c(F)c1)N1CC=C(c2c[nH]c3ncccc23)CC1	33.1
CCOc1cccc2cc(S(=O)(=O)N3CCCC3)c(=O)oc12	-7.9
CCN1CCN(C(=O)c2ccc(-n3nc(C)c(-c4ccc(F)cc4)c3NC(C)=O)cc2)CC1	-3.1
Cc1ccc(OCC(=O)Nc2c(NC3CCCC3)c3ccccc3oc2=O)cc1	-0.6
O=C(OCc1cccc(Br)c1)c1ccc(O)cc1	8.6
CC(C)Cc1nnc(NC(=O)c2nn(Cc3ccccc3)c(=O)c3ccccc23)s1	7.8
Cc1ccc2oc(-c3ccc(NC(=O)c4ccc(C)c([N+](=O)[O-])c4)cc3)nc2c1	-0.7
O=C(/C=C/c1cccs1)c1ccc(O)cc1	3.1
CCOc1ccc(C2CCCN2C(=O)Cn2cccnc2=O)cc1 (configuration not stated)	-1.0
O=C(Cc1ccc2c(c1)CCC2)OCc1ccc([N+](=O)[O-])cc1	3.4
CC(=O)Nc1cccc(C(=O)NC2(c3ccc(F)cc3)CCC2)c1	4.6
O=C(NCC12CC3CC(C1)CC(CNC(=O)c1ccc(Cl)cc1)(C3)C2)c1ccc(Cl)cc1	-1.3
COc1cc(/C=C(\C#N)C(=O)Nc2ccc(OC(F)(F)F)cc2)cc(OC)c1OC	0.5
CN(C)S(=O)(=O)c1cc(NC(=O)COC(=O)c2nn(C)c(=O)c3ccccc23)ccc1Cl	0.1
COc1cc(NC(=O)CC2SCCNC2=O)cc(OC)c1OC (configuration not stated)	-9.7
CCOc1ccccc1C1C(C#N)=C(N)OC2=C1S(=O)(=O)N(CC)c1ccccc12 (configuration not stated)	u
COc1cc(CN(C(=O)c2cccc(NC(C)=O)c2)C2CC2)ccc1OC(F)F	15.1
Cc1ccc(F)cc1NC(=O)c1nn(Cc2ccccc2)c(=O)c2ccccc12	-3.4
O=C(COc1ccc2c(=O)c(-c3ccccc3)coc2c1)Nc1cccc(Cl)c1	-3.6
COc1ccc(Cn2ncc3c4sc(C)cc4n(C)c3c2=O)cc1	-5.0
C=CCNCc1ccc(CC)cc1	1.5
CC(C(=O)Nc1ccc(F)cc1)n1nnc2sc(-c3ccccc3)cc2c1=O (configuration not stated)	4.3
CN(CCC(=O)c1cccs1)CCC(=O)c1cccs1	-0.4
CCc1nc(NCCOC)c(C#N)c2c1CCCC2	-11.6

(cont.)
SMILES	LDHA block
CCCCCCCCN1C(=O)[C@H](CC(=O)NCC2CCCCC2)C[C@@]2(C(=O)OC)CCCCC=C12	4.2
CC(=O)Nc1ccc(NC(=O)NC(C)C(C)C)cc1 (configuration not stated)	-3.4
NC(=O)CCN(C(=O)c1ccc(C(F)(F)F)cc1)c1ccccc1	-6.5
Cc1cc(SCC(=O)Nc2ccc(F)cc2)nc2ccccc12	0.0
O=C1CCCC2=C1C1(CCSC1)N=C(Nc1nc3ccccc3o1)N2 (configuration not stated)	-6.0
CCc1cc(=O)oc2cc(C)cc(OCC(=O)NC3CC(C)(C)NC(C)(C)C3)c12	5.5
O=C(N/N=C/c1cccc(C(F)(F)F)c1)c1cccs1	3.1
CCc1cc(=O)n(CC(=O)Nc2cccc(OC)c2)c(-c2ccccc2)n1	-11.4
CCOc1ccc(CCNC(=O)c2noc(C)c2Cn2nc(C)cc2C)cc1	0.9
CC(C)(C)NS(=O)(=O)c1ccc(NC(=O)COc2ccc(Br)cc2)cc1	5.8
COCCN1C(=O)c2ccccc2N2C(=O)CCC12C(=O)OCc1cc(=O)oc2cc(C)ccc12 (configuration not stated)	8.7
CC(NCc1ccc(-c2ccc(F)cc2)o1)c1ccccc1 (configuration not stated)	9.5
COP(=O)(OC)c1nc(-c2cccc([N+](=O)[O-])c2)oc1NCc1ccccc1	-2.2
Cn1c(=O)c2c(nc(N3CCN(c4ccccn4)CC3)n2Cc2ccccc2F)n(C)c1=O	2.4
Cc1ccc(C(O)c2cc3c(cc2NC(=O)c2ccc(F)cc2)OCCO3)cc1 (configuration not stated)	1.2
Cc1ccc2[nH]cc(CCNC(=O)c3cc(F)ccc3F)c2c1	-3.3
CCc1ccc2oc(=O)cc(CN3CCN(C)CC3)c2c1	1.1
COc1ccc(CCNC(=O)COC(=O)c2cccnc2Nc2cccc(C(F)(F)F)c2)cc1	5.8
O=C(COc1ccccc1Cl)Nc1ccc(-c2nc3ccccc3o2)cc1	9.3
Cc1coc2cc3o/c(=N/O)c(Cc4ccccc4)c(C)c3cc12	-2.0
N#C/C(=C/c1cccc(O)c1)c1nc2ccccc2o1	-2.3
COc1cccc(-c2nnc(SCC(=O)N(C3CCCCC3)C3CCS(=O)(=O)C3)n2C)c1 (configuration not stated)	-5.9
CCc1cccc(CC)c1NC(=O)CSc1nc2ccccc2o1	-7.2
O=C1c2ccccc2C(=O)N1c1cccc2ccncc12	3.2
COc1ccc(-c2nc(C#N)c(N3CCN(Cc4ccccc4)CC3)o2)cc1OC	-11.1
CC(C)Cc1nc(NCC2CCCO2)c(C#N)c2c1CCCC2 (configuration not stated)	12.7
O=C(NCc1ccncc1)[C@@H]1CCCN1C(=O)[C@H]1CCCN1C(=O)c1cccc(Cl)c1	-5.7
Cc1cc(C(=O)N/N=C/c2ccsc2)cs1	17.9

An excerpt. The share of hits here may be higher or lower than overall.
